HCMV inh: inhibitors of human cytomegalovirus. HFF cells, HCMV-luciferase reporter, 72 h; hits give low values. activity change, negative = inhibition, % at 57.5 µM. actives 4.5% (n = 410,000). AID 1259415; in the data active = activity change below about -60%; inconclusive = no clear call, values can overlap the other calls; inactive = above about -39%
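Luciferase read-out from HCMV-luciferase-infected HFFs (MOI 1 PFU/cell) 72 h post infection at 37C; compounds added after 16 h cell attachment; activity normalized between buffer-only basal and Salinomycin (10uM) inhibitor controls.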
Sm TGR block: S. mansoni TGR enzyme inhibition | Q962Y6 | purified TGR, DTNB reduction, TNB absorbance 405 nm | Potency, µM (doses to about 114 µM), inactives show top-dose activity change, negative = inhibition, most hits filed as inhibitors | actives 3% (n = 360,000) | AID 485364; note: potency is the fitted concentration of half-maximal effect; nearly all actives have a fitted effect of over 60% in size
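First, TGR (20 nM dispensed) and NADPH were mixed with compound. Second, a 15 min room-temperature incubation followed. Third, further NADPH and then DTNB were added to start the reaction. Finally, TNB absorbance was monitored kinetically.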
AmpC inh detg: AmpC beta-lactamase inhibition with detergent present. actives 0.041% (n = 370,000). Potency, µM (top dose mostly 114 µM), for inactives: at the highest dose activity change, negative = inhibition, usual class: inhibitors. AID 485294. P00811. AmpC hydrolysis of nitrocefin, absorbance 480 nm, 0.01% Triton;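 note: potency is the fitted concentration of half-maximal effect; 0% = no-compound wells and -100% = no-enzyme wells; nearly all actives have a fitted effect of over 25% in size; some results filed as inactive show a strong effect at the top dose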
Target sequence (P00811 whole entry, looked up): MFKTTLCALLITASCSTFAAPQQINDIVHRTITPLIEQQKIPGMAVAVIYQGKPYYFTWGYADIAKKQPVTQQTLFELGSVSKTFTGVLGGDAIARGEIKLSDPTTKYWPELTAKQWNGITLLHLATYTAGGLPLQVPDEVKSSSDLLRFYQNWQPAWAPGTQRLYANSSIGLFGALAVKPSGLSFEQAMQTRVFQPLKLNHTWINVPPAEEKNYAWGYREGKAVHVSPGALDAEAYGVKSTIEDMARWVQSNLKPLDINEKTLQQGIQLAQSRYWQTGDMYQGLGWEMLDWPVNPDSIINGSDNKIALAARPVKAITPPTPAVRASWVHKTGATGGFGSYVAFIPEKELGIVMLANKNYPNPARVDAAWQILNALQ
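20 mM phosphate pH 7.0 + 0.01% (detergent screen) or 0.0001% Triton X-100; 5.3 nM AmpC reagent; cpd preinc 15 min RT; nitrocefin (800 uM stock) to start; A480 q20 s × 4 min; Activity was normalised to no-enzyme and no-compound control wells.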
FBPA Giardia inh: inhibitors of Giardia lamblia fructose-1,6-bisphosphate aldolase; purified Giardia FBPA; AID 2451; actives 0.71% (n = 290,000); A8B2U2; Potency, µM (top dose mostly 59.6 µM), for the others: at the top dose activity, negative = inhibition, hits mostly inhibitors; note: potency is the fitted concentration of half-maximal effect; nearly all actives have a fitted effect of over 55% in size
Target sequence (A8B2U2 whole entry, looked up): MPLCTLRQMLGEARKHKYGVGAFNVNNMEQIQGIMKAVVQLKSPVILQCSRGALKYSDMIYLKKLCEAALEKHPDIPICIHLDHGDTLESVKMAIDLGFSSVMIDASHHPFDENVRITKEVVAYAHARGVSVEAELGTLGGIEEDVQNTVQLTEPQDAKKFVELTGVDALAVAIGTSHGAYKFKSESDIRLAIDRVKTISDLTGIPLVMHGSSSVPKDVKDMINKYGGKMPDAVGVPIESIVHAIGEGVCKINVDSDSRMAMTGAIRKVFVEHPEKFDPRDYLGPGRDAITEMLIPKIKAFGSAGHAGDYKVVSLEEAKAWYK
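40 nM FBPA preincubated 10 min at RT with compound (up to 57.5 uM final), then substrate plus GAPDH/TPI/NAD/arsenate coupling and diaphorase/resazurin added. Fluorescence read after 20 min at RT, 525/598 nm.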
AmpC no deterg: inhibitors of E. coli AmpC beta-lactamase without detergent. P00811. AmpC nitrocefin hydrolysis, absorbance 480 nm, 0.0001% Triton. Potency, µM (series often up to 57.1 µM), for inactives: at the highest dose activity change, negative = inhibition, most hits filed as inhibitors. actives 0.52% (n = 330,000);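 note: potency is the fitted concentration of half-maximal effect; plate controls were no compound for no effect and no enzyme for full effect; nearly all actives have a fitted effect of over 20% in size; some results filed as inactive show a strong effect at the top dose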
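20 mM phosphate pH 7.0 + 0.01% (detergent screen) or 0.0001% Triton X-100; 5.3 nM AmpC reagent; cpd preinc 15 min RT; nitrocefin (800 uM stock) to start; A480 q20 s × 4 min; Activity was normalised to no-enzyme and no-compound control wells.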
HCV inh: HCV inhibition. Huh7.5.1 HCVcc-Cre infection, luciferase reporter, 44 h. actives 3.4% (n = 340,000). AID 651820. Potency, µM (top dose mostly 41.8 µM), without a hit: at the highest dose activity change, negative = inhibition, usual class: inhibitors; note: potency is the fitted concentration of half-maximal effect
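Cells seeded at 1,000/well and cultured 4 h, then compounds added followed by HCVcc-Cre virus (~0.5 moi). After 44 h further culture, luciferase substrate was added, plates held 15 min at room temperature, and luminescence read for 15 sec.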
An asterisk follows results filed as active; ? = inconclusive; . = no result given; & = joins results of further samples; ! = not confirmed by another sample; [ ] = dose if it differs, or a comment. Unless noted, calls come from the whole dose curve; as a rule, active = well fitted curve in the direction sought with a large enough effect; inconclusive = small, poorly fitted or top-dose-only effect, or another doubt; inactive = no such curve, though single readings can be large; an effect the other way counts as inactive or inconclusive. Unless noted, % is set by controls: 0 for no effect and ±100 for the full control effect.

SMILES	HCMV inh	Sm TGR block	AmpC inh detg	FBPA Giardia inh	AmpC no deterg	HCV inh
CCOC(=O)C(CC(=O)Nc1nc(C(C)=O)c(C)s1)C(C)c1ccccc1 (stereo not drawn)	-6	0%	4%	1%	40%	7%
O=[N+]([O-])c1ccc(CSc2nnc(SCc3ccc(Cl)cc3)s2)cc1	22	-8%	-8%	-1%	-26%	?
Cc1ccc(Cl)c(NC(=O)CN(C)CC(=O)Nc2ccc(F)c(F)c2F)c1Cl	?	0%	0%	-1%	-18%	-6%
COc1ccc(C(CC(=O)Nc2cccc(C)c2C)N2Cc3ccccc3C2=O)cc1 (stereo not drawn)	-36	-1%	0%	.	.	.
CCn1c(CC(=O)Nc2ccc(C)cc2)nnc1SCC(=O)N1CCN(c2ccccc2)CC1	-8	-16%	-4%	5%	94%[activator]	6%&26%
O=C(COc1ccc(S(=O)(=O)N2CCOCC2)cc1)Nc1ccccc1C(F)(F)F	27	-1%	-3%	7%	19%	?
Cc1ccc(OCc2cc(=O)n3cc(C)sc3n2)c(C)c1	-101*	6%	0%	.	.	.
O=C(O)CSc1nc2c(c(C(F)(F)F)n1)CCCC2	-96*!	4%&-8%	2%&-13%	8%&10%	-15%	12%&3%
O=S(=O)(NCCc1ccccc1)c1ccc(F)cc1Br	4	.	.	.	-30%	4%
C=CCn1c(-c2cc(-c3ccccc3)sc2N)n[nH]c1=S	-20	-1%	-7%	-12%	13%	-13%
Cc1cccc(C(=O)N2CCCC(Nc3ccc(C)c(C)c3)C2)n1 (stereo not drawn)	-20	-28%	-3%	.	76%[activator]	12%
CCC(=O)Nc1ccc(OCc2nc3ccccc3s2)cc1	11	5%	2%	-3%	-18%	?
O=C(CSc1nnnn1-c1ccc(Cl)c(C(=O)O)c1)NC(c1ccccc1)c1ccccc1	0	11%	2%	7%	-31%	26%
Cc1ccc(C(=O)N2CCC3(CC2)NCCc2[nH]cnc23)cc1C	15	-31%	0%	.	-14%	2%
COc1ccc(C)cc1NC(=O)c1ccccc1NS(=O)(=O)c1cccc2cccnc12	-25	0%	?	6%	-36%	-1%
CC(=O)c1cc(C#N)c(NCCCN(C)C)nc1C	7	4%	2%	2%	-31%	?
O=C(c1cccc(Br)c1)N1CCN(C(=O)N2CCCCC2)CC1	-9	8%	0%	6%	18%	-1%
COc1cccc(NC(=O)C2CCN(S(=O)(=O)c3ccc4c(c3)OCCO4)CC2)c1	-36	4%	3%	2%	-50%	5%
CCN1CCN(c2ccc([N+](=O)[O-])c(Sc3nc4ccccc4[nH]3)c2)CC1	-32	0%	1%	-8%	55%	22µM*
CC(=O)c1c(C)[nH]c(C(=O)OCc2csc(CC(=O)Nc3ccccc3C)n2)c1C	25	.	.	.	-7%	4.5µM*
Cc1cccn2c(=O)c(C(=O)N3CCN(c4ccc(Cl)cc4)CC3)cnc12	-8	1%	-1%	.	.	.
CC1CCN(CCCNC(=O)c2cc3c(s2)-c2ccccc2OC3)CC1	-18	6%	?	-2%	17%	?
CCC(C)(C)NC(=O)C(c1ccco1)N(C(=O)Cn1nnc2ccccc21)c1ccc2c(c1)OCO2 (stereo not drawn)	-19	-2%	0%	-3%	32%	1%&7%
O=C(CSc1nnc(NC(=O)c2ccccc2[N+](=O)[O-])s1)NCC1CCCO1 (stereo not drawn)	7	-7%	2%	.	-22%	0%

Random excerpt: two compounds from above, in no set order.
SMILES	HCMV inh	Sm TGR block	AmpC inh detg	FBPA Giardia inh	AmpC no deterg	HCV inh
CCC(C)(C)NC(=O)C(c1ccco1)N(C(=O)Cn1nnc2ccccc21)c1ccc2c(c1)OCO2 (stereo not drawn)	-19	-2%	0%	-3%	32%	1%&7%
CCN1CCN(c2ccc([N+](=O)[O-])c(Sc3nc4ccccc4[nH]3)c2)CC1	-32	0%	1%	-8%	55%	22µM*

Some of the entries so far, with each value named:
Molecule: CC(=O)c1cc(C#N)c(NCCCN(C)C)nc1C
  HCMV inh: 7
  Sm TGR block: 4%
  AmpC inh detg: 2%
  FBPA Giardia inh: 2%
  AmpC no deterg: -31%
  HCV inh: ?
Molecule: O=C(CSc1nnc(NC(=O)c2ccccc2[N+](=O)[O-])s1)NCC1CCCO1 (stereo not drawn)
  HCMV inh: 7
  Sm TGR block: -7%
  AmpC inh detg: 2%
  FBPA Giardia inh: .
  AmpC no deterg: -22%
  HCV inh: 0%
Molecule: COc1cccc(NC(=O)C2CCN(S(=O)(=O)c3ccc4c(c3)OCCO4)CC2)c1
  HCMV inh: -36
  Sm TGR block: 4%
  AmpC inh detg: 3%
  FBPA Giardia inh: 2%
  AmpC no deterg: -50%
  HCV inh: 5%
Molecule: CC(=O)c1c(C)[nH]c(C(=O)OCc2csc(CC(=O)Nc3ccccc3C)n2)c1C
  HCMV inh: 25
  Sm TGR block: .
  AmpC inh detg: .
  FBPA Giardia inh: .
  AmpC no deterg: -7%
  HCV inh: 4.5µM*

Remaining list, next part:
SMILES	HCMV inh	Sm TGR block	AmpC inh detg	FBPA Giardia inh	AmpC no deterg	HCV inh
CCC1CCCCN1C(=S)Nc1ccc(SC(F)F)cc1 (stereo not drawn)	-16	-17%	2%	-13%	-35%	?
Cc1ccc(C(=O)CSc2nc(N)cc(=O)[nH]2)cc1	-22	-1%	-7%	-1%	?	-8%
COc1cccc(-c2nnc3sc(C4CCCCC4)nn23)c1	-84*	-2%	?	9%	31%	-28%
O=C(CSc1ccc2nnc(CCNC(=O)c3ccccc3)n2n1)NCc1ccc(F)cc1	22	1%	5%	.	17%	17%
CCCN(Cc1cc2cc(C)ccc2[nH]c1=O)C(=O)c1cccc([N+](=O)[O-])c1	0	4%	6%	0%	3%	?
O=C(C1CCN(C2CC(=O)N(c3ccc(F)cc3)C2=O)CC1)N1CCOCC1 (stereo not drawn)	-22	?	-2%	1%	-15%	4%&2%
CC(C)CC(=O)N1CCN(Cc2cccc(Cl)c2)CC1	8	9%	-2%	-22%	-1%	2%
Cc1ccc(S(=O)(=O)N2CCN(C(=O)COC(=O)c3ccc(Br)o3)CC2)c(C)c1	-30	-4%	?	.	-12%	7%
Cc1ccc(-n2ncc3c(N4CCC(Cc5ccccc5)CC4)ncnc32)cc1C	17	14%	6%	.	.	.
O=C(O)Cc1ccc2oc(-c3ccccn3)nc2c1	58	1%	0%	-7%	-22%	10%
Cc1cccc(C)c1NC(=O)CSc1nccn1C	-2	-2%	-2%	.	.	.
O=C1c2ccccc2NC(c2ccc(O)cc2)N1c1ccccc1 (stereo not drawn)	63	-1%	-9%	3%	-22%	1%
O=S(=O)(c1ccccc1)c1nc(-c2ccco2)oc1N1CCCCC1	2	45µM*	-2%	13%	-17%	?
Cc1ccc(CN2CCSc3ccc(C(=O)N4CCN(c5ncccn5)CC4)cc32)cc1	.	-22%	?	-3%	-8%	?
Cn1cccc1/C=N/N1CCN(Cc2ccc(Cl)cc2)CC1	-24	?	-5%	-8%	38%	21%
CC(=O)c1ccc(OCC(=O)N2CCCC2c2ccc3c(c2)OCCCO3)cc1 (stereo not drawn)	27	.	.	.	0%	-3%
O=C(Cn1nnc(-c2ccccc2)n1)N/N=C/c1cccc([N+](=O)[O-])c1	?	1%	-14%	-5%	-36%	-8%
CCOC(=O)c1c(C)[nH]c(C(=O)OCC(=O)Nc2cc(C)nn2-c2ccccc2)c1C	-17	-1%	-10%	.	19%	?
CNC(=O)/C(C#N)=C/c1c(N(Cc2ccccc2)Cc2ccccc2)nc2c(C)cccn2c1=O	-27	-9%	-14%	3%	154%[activator]	13µM*
CC(C)(O)[C@@H]1CC[C@@](C)(C2CC[C@]3(C)C2[C@H](O)CC2[C@@]4(C)CC[C@H](O)C(C)(C)C4[C@@H](O[C@H]4O[C@@H](CO)[C@H](O)[C@@H](O)[C@@H]4O[C@@H]4O[C@H](CO)[C@@H](O)[C@H](O)[C@H]4O)C[C@]23C)O1 (stereo in doubt)	-18	.	.	.	39%	-1%
Cc1cc(C)c(C(=O)N(CCN(C)C)CC2CCCN(Cc3ccccc3F)C2)o1 (stereo not drawn)	-15	-15%	2%	0%	106%[activator]	-1%
COc1ccccc1NC(=O)c1ccccc1S(=O)(=O)c1ccc([N+](=O)[O-])cc1	8	-19%	?	-5%	-10%	30%
COc1cc(NC(=O)c2cc(OC)c(OC)c(OC)c2)ccc1NC(=O)c1cccs1	30	8%	-2%	.	81%[activator]	?
Cc1cccc(NC(=O)CCOc2ccccc2)c1C	-9	3%	-9%	1%	-20%	-7%

Some of the entries above, set out differently.
Each structure is followed by: HCMV inh	Sm TGR block	AmpC inh detg	FBPA Giardia inh	AmpC no deterg	HCV inh
Cn1cccc1/C=N/N1CCN(Cc2ccc(Cl)cc2)CC1
    -24	?	-5%	-8%	38%	21%
CC(=O)c1ccc(OCC(=O)N2CCCC2c2ccc3c(c2)OCCCO3)cc1 (stereo not drawn)
    27	.	.	.	0%	-3%
O=C(Cn1nnc(-c2ccccc2)n1)N/N=C/c1cccc([N+](=O)[O-])c1
    ?	1%	-14%	-5%	-36%	-8%

(continued)
SMILES	HCMV inh	Sm TGR block	AmpC inh detg	FBPA Giardia inh	AmpC no deterg	HCV inh
CCCCn1c(N)c(N(CCOC)C(=O)CSc2nc3ccc(C)cc3[nH]2)c(=O)[nH]c1=O	-38	5%	-13%	4%	-26%	15%
COc1ccc(-c2cc(C(=O)N/N=C(\C)c3cccnc3)c3ccccc3n2)c(OC)c1	7	-5%	6%	.	-3%	-1%
CN(Cc1ccccc1)C(=O)CCC1CCN(C(=O)CCC(F)(F)F)CC1	55	1%	-12%	-2%	46%	1%
CC(C)COc1ccc(C(=O)OCC(=O)NCCC2=CCCCC2)cc1	12	1%	-14%	.	3%	6%
Cc1cc(=O)n2nc(N3CCCC(C(=O)N4CCN(C)CC4)C3)sc2n1 (stereo not drawn)	-13	3%	-9%	-4%	-18%	3%
COc1ccc(Cn2c(/C=C/c3ccccc3)nc3ccccc32)cc1	41	-22%	-14%	-21%	-16%	-17%
CCN1CCN(Cc2nc3ccc([N+](=O)[O-])cc3c(=O)n2-c2ccc(OC)cc2OC)CC1	106	?	-4%	-9%	-5%	-27%
CCc1nnc(NC(=O)CSc2nnc(COc3ccccc3)n2-c2ccc(C)cc2)s1	32	3%	3%	-2%	-15%	-7%
O=C(CSc1ccc2c(c1)OCCO2)Nc1ncc(Cl)cc1Cl	?	-3%	0%	12%	-5%	?
Cc1ccc(N2CC(C)Cn3c2nc2c3c(=O)n(CC(=O)O)c(=O)n2C)cc1 (stereo not drawn)	14	-1%	-4%	.	.	.
O=C(NCC(=O)N1CCN(S(=O)(=O)/C=C/c2ccccc2)CC1)c1ccccc1F	-29	-3%	-10%	7%	-8%	10%
COc1ccc(-c2nnc(-c3ccc(N(C)C)cc3)o2)cc1	74	-1%	-5%	1%	.	-20%
Cc1ccc2cc(C#N)c(NCCNC(=S)NCCCN(C)C)nc2c1C	-12	0%	5%	-2%	77%[activator]	?
CCCn1c(C2CC(=O)N(c3cc(OC)ccc3OC)C2)nc2ccccc21 (stereo not drawn)	-11	-16%	?	?	69%[activator]	-25%
